PTHR1 agonist: PTHR1 (human) receptor agonism; hit rate 0.075% among 410,000; HEK293 GP2 PTHR1 cells, GloSensor cAMP luminescence, 1 h; Potency, µM (titrated, usually from 115 µM), for the others: at the top dose activation, usual class: activators; Q03431; note: nearly all actives have a fitted effect of over 55% in size; some results filed as inactive show a strong effect at the top dose; inactives centre near -15; many of its hits are not listed in these tables
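HEK-293-derived GP2 cells expressing PTHR1 and a GloSensor cAMP reporter, 3,000/well, plated overnight, given luciferin plus IBMX (each 0.5 mM as added) for 1 h at 37 °C, then compound for 1 h at 37 °C. Luminescence was read after 15 min at room temperature.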
EPAC1 agonist: EPAC1 (human) agonism | O95398 | EPAC1 agonist qHTS, biochemical assay; response scale: 100% = response to 6.5 mM cAMP | Potency, µM (highest dose often 154 µM), inactives show top-dose activation, actives largely listed as activators | hit rate 0.073% among 360,000; note: nearly all actives have a fitted effect of over 60% in size
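EPAC1 100 nM, Rap1B–BODIPY-GDP 250 nM, unlabeled GDP 50 uM; compound titration; 5 min RT; kinetic read ex480/em540 at 5-min intervals ×30 min; data normalized to 6.5 mM cAMP agonist control.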
FUS suppressor: rescues growth of FUS-expressing yeast; S. cerevisiae FUS-expressing, growth rescue, OD600, 24 h; hit rate 0.24% among 390,000; AID 1347120; Potency, µM (titrated, usually from 76.6 µM), inactives show at the top dose growth rescue (activation), most hits filed as activators;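 note: plate controls were DMSO vehicle for no effect and reference control for full effect; nearly all actives have a fitted effect of over 55% in size; some results filed as inactive show a strong effect at the top dose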
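Yeast FUS proteinopathy model; galactose-induced FUS (2%), starting OD 0.005. Cpds in dilution series, 24hr, 30C, 99% humidity. Abs 600 nm growth. Pos ctrl CP55940 (top 92uM final); neg ctrl DMSO.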
TDP-43 yeast inh: inhibitors of TDP-43 toxicity in yeast. TDP-43 expressing yeast growth rescue, BacTiter-Glo, 24 h. Potency, µM (doses to about 46.1 µM), for inactives: top-dose growth rescue (activation), most hits filed as activators. hit rate 1.8% among 410,000. AID 652104; note: % of control where 0% means no effect; nearly all actives have a fitted effect of over 50% in size
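Yeast cells expressing TDP-43 under galactose induction are exposed to compounds for 24 hr at 30 deg C. BacTiter-Glo luminescence measures growth, so protective compounds score as activators.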
EPAC1 antag: EPAC1 (human) antagonism | hit rate 0.14% among 360,000 | O95398 | Potency, µM (titrated, usually from 115 µM), inactives show top-dose activity change, negative = inhibition, most hits filed as inhibitors | EPAC1 GEF assay, Rap1b-BODIPY-GDP exchange fluorescence;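 note: plate controls were vehicle for no effect and positive control for full effect; nearly all actives have a fitted effect of over 50% in size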
EPAC2 ag: agonists of human EPAC2 (RAPGEF4); Q8WZA2; EPAC2 activation, biochemical qHTS; response scale: 100% = 6.5 mM cAMP response; Potency, µM (series often up to 154 µM), for inactives: at the highest dose activation, most hits filed as activators; hit rate 0.079% among 360,000; note: nearly all actives have a fitted effect of over 50% in size
Target sequence (Q8WZA2 whole entry, looked up): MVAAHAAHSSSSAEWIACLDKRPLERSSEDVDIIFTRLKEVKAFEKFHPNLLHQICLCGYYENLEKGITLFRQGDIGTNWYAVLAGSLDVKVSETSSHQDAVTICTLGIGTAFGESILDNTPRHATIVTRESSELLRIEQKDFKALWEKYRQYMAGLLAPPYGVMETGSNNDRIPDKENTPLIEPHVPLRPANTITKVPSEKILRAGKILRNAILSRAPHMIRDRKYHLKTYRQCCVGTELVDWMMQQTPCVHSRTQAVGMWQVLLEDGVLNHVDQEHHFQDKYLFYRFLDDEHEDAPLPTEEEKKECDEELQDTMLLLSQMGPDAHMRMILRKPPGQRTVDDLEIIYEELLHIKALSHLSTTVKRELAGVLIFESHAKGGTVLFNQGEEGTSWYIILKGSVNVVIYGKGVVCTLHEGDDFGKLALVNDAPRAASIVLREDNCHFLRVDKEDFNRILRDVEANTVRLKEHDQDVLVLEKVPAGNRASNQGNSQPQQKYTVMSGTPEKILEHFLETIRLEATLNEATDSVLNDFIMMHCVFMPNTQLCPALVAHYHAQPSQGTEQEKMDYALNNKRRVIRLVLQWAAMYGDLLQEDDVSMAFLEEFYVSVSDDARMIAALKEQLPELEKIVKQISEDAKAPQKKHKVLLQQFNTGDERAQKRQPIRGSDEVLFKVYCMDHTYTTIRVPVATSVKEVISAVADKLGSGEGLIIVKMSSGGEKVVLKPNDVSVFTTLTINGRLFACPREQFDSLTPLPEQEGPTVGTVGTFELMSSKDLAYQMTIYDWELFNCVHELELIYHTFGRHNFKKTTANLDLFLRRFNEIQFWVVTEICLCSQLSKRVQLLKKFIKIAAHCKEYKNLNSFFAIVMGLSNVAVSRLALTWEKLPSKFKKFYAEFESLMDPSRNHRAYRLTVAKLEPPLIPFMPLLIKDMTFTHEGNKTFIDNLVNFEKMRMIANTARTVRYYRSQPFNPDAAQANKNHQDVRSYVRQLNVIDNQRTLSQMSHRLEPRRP
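Setup: EPAC2 100 nM, labeled Rap1B complex 250 nM, free GDP 50 uM. Compound titrations pinned in, brief spin, 5 min room temperature incubation. Kinetic fluorescence read over 30 min, normalized to 6.5 mM cAMP.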
aSyn yeast inh: inhibitors of alpha-synuclein toxicity in yeast. Yeast expressing alpha-synuclein, growth rescue, BacTiter-Glo, 24 h. Potency, µM (highest dose often 46.1 µM), for the others: at the top dose growth rescue (activation), hits mostly activators. hit rate 0.14% among 370,000. AID 652106; note: % of control where 0% means no effect; nearly all actives have a fitted effect of over 65% in size
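Galactose-induced alpha-syn yeast (OD600=0.02, raffinose-pregrown) + pinned cpd, 24 hr, 30 deg C; growth by BacTiter-Glo luminescence. Growth restoration scores as activation.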
EPAC2 antagonist: blocks human EPAC2 exchange factor; Potency, µM (doses to about 114 µM), without a hit: at the top dose activity, negative = inhibition, usual class: inhibitors; EPAC2 GEF exchange of Rap1B-BODIPY-GDP, fluorescence; hit rate 0.18% among 360,000; Q8WZA2; note: % is set by controls: 0 for no effect and ±100 for the full control effect; nearly all actives have a fitted effect of over 45% in size; many of its hits are not listed in these tables
* marks the source's active call; other numbers are inactive results; i = inactive; ? = inconclusive; nt = no result given; [ ] = dose if it differs, or a comment. Calls come from the whole dose curve; as a rule, active = well fitted curve in the direction sought with a large enough effect; inconclusive = small, poorly fitted or top-dose-only effect, or another doubt; inactive = no such curve, though single readings can be large; an effect the other way counts as inactive or inconclusive. Potency is the fitted concentration of half-maximal effect. This is a subset. The share of hits here may be higher or lower than overall.

Sequence of screens: PTHR1 agonist	EPAC1 agonist	FUS suppressor	TDP-43 yeast inh	EPAC1 antag	EPAC2 ag	aSyn yeast inh	EPAC2 antagonist
#1 N#Cc1cc(Sc2ccccn2)c(Sc2ccccn2)cc1C#N
 : -4.5%[57.5 µM]	6.6%	?	-17.2%	-11.1%	-3.5%	0.0%	-1.7%
#2 C#CC1(NC(=O)NCCCC)CCCCC1
 : i	0.8%	-3.2%	-17.0%[0.397 µM]	-5.5%	2.6%	2.7%	5.5%
#3 C[C@H]1CN=C(N(C)C)N1CCCC1CCCCC1
 : -22.6%	-5.9%	-26.8%	8.7%	19.7%	8.4%	-0.2%	9.5%
#4 Cc1cccc(OCc2nnc(SCC(=O)NCC3CCCO3)n2C)c1 (stereo not drawn)
 : i	9.2%	-9.8%	-10.9%	13.7%	-0.9%	0.3%	7.4%
#5 Cn1nnnc1SCC(=O)c1cccs1
 : 0.0%[57.5 µM]	-3.3%	20.2%	-13.0%	20.7%	3.7%	6.0%	18.4%
#6 O=C(O)c1ccc(-n2c(-c3cc(-c4ccco4)[nH]n3)n[nH]c2=S)cc1
 : -2.5%[57.5 µM]	-8.0%	26.7%	-3.0%	14.8%	1.8%	-12.7%	13.6%
#7 COc1cc(OC)cc(-c2c(-c3cccs3)c3cc(-c4ccc(OC)cc4F)ccc3n2C)c1
 : -28.4%	14.2%	6.2%	21.8%	5.8%	7.3%	4.5%	3.5%
#8 COc1cc(/C(C)=N/NC(=S)NC(C)C)cc(OC)c1OC
 : -15.4%	0.8%	nt	13.4%	-26.8%	-6.0%	-2.9%	-15.0%
#9 Fc1ccc2c(c1)[C@H]1OCC[C@H]1[C@@H](c1ccco1)N2
 : -21.0%[57.5 µM]	7.8%	-7.8%	14.8%	-5.3%	11.8%	0.7%	1.2%
#10 COc1cc2cc(C)c3nnc(SCC(=O)Nc4cc(C)on4)n3c2cc1OC
 : -4.6%	-0.3%	-7.5%	-5.9%	-2.0%	7.1%	-2.6%	3.9%
#11 CC(/C=N/NC(=O)CSc1nc2ccccc2n1C)=C\c1ccco1
 : i	-22.4%	nt	11.8%	-7.3%	2.4%	11.0%	2.6%
#12 COc1ccccc1N1CCN(CC(=O)Nc2ccc(C)c(F)c2)CC1
 : i	-0.2%	-12.9%	5.9%	-13.8%	14.3%	8.5%	-3.3%
#13 CN1CCN(S(=O)(=O)c2cccc(C(=O)N3CCN(c4ccccc4)CC3)c2)CC1
 : 5.9%	-0.4%	-12.1%	15.1%	-0.9%	3.5%	1.7%	9.6%
#14 Cc1nc2sc(C(c3cccs3)N3CCN(c4cccc(Cl)c4)CC3)c(O)n2n1 (stereo not drawn)
 : -5.2%	-17.5%	5.7%	7.4%	-20.1%	17.4%	3.1%	-9.9%
#15 CSc1ccc(-c2sc(Nc3ccccc3)n[n+]2-c2ccc(F)cc2)cc1
 : -19.2%	3.7%	37.7%	16.4%	-6.8%	5.3%	6.2%	5.5%

8 entries out of the list, sorted by length of the SMILES, descending:
Sequence of screens: PTHR1 agonist	EPAC1 agonist	FUS suppressor	TDP-43 yeast inh	EPAC1 antag	EPAC2 ag	aSyn yeast inh	EPAC2 antagonist
#7 COc1cc(OC)cc(-c2c(-c3cccs3)c3cc(-c4ccc(OC)cc4F)ccc3n2C)c1
 : -28.4%	14.2%	6.2%	21.8%	5.8%	7.3%	4.5%	3.5%
#13 CN1CCN(S(=O)(=O)c2cccc(C(=O)N3CCN(c4ccccc4)CC3)c2)CC1
 : 5.9%	-0.4%	-12.1%	15.1%	-0.9%	3.5%	1.7%	9.6%
#10 COc1cc2cc(C)c3nnc(SCC(=O)Nc4cc(C)on4)n3c2cc1OC
 : -4.6%	-0.3%	-7.5%	-5.9%	-2.0%	7.1%	-2.6%	3.9%
#11 CC(/C=N/NC(=O)CSc1nc2ccccc2n1C)=C\c1ccco1
 : i	-22.4%	nt	11.8%	-7.3%	2.4%	11.0%	2.6%
#4 Cc1cccc(OCc2nnc(SCC(=O)NCC3CCCO3)n2C)c1 (stereo not drawn)
 : i	9.2%	-9.8%	-10.9%	13.7%	-0.9%	0.3%	7.4%
#1 N#Cc1cc(Sc2ccccn2)c(Sc2ccccn2)cc1C#N
 : -4.5%[57.5 µM]	6.6%	?	-17.2%	-11.1%	-3.5%	0.0%	-1.7%
#3 C[C@H]1CN=C(N(C)C)N1CCCC1CCCCC1
 : -22.6%	-5.9%	-26.8%	8.7%	19.7%	8.4%	-0.2%	9.5%
#5 Cn1nnnc1SCC(=O)c1cccs1
 : 0.0%[57.5 µM]	-3.3%	20.2%	-13.0%	20.7%	3.7%	6.0%	18.4%

The list goes on:
Sequence of screens: PTHR1 agonist	EPAC1 agonist	FUS suppressor	TDP-43 yeast inh	EPAC1 antag	EPAC2 ag	aSyn yeast inh	EPAC2 antagonist
#16 COCc1cc(C)nc(SCC(=O)Nc2ccc(C)c(C)c2)c1C#N
 : -3.5%[57.5 µM]	-4.9%	-14.8%	-5.2%	-4.3%	1.2%	-3.2%	-1.1%
#17 Cc1nnc(SCC(=O)NCc2ccco2)n1Cc1ccccc1
 : -33.7%[inhibitor][57.5 µM]	-2.9%	1.2%	-2.8%	7.3%	1.4%	-10.5%	11.5%
#18 Cc1c(CC(=O)NCCC(=O)O)c(=O)oc2cc3oc4c(c3cc12)CCCC4
 : -13.2%	-9.7%	6.8%	9.0%	-1.3%	-6.9%	4.2%	-3.6%
#19 CC1CCc2c(sc(/N=C/c3cccnc3)c2C(N)=O)C1 (stereo not drawn)
 : i	8.7%	?	-5.3%	-8.6%	-4.6%	-5.0%	0.3%
#20 CC(/C=N/NC(=S)Nc1cccc(S(=O)(=O)N(C)C)c1)c1ccccc1 (stereo not drawn)
 : i	-0.3%	nt	?	8.1%	8.6%	6.4%	-0.4%
#21 Cc1ccc(CNC(=O)c2ccc(N3CCC4(CC3)CC(c3cccc(Br)c3)=NO4)c(NC(=O)c3ccc(Cl)c([N+](=O)[O-])c3)c2)cc1
 : -23.5%	9.4%	39.7%	4.3%	3.4%	-0.5%	-0.8%	-5.6%
#22 COc1ccc(NC(=O)c2cccc(NC(=O)C3C4CC5OC(=O)C3C5C4)c2)c(OC)c1 (stereo not drawn)
 : i	5.6%	0.2%	3.6%	1.5%	14.5%	-0.4%	1.7%
#23 CN(C(=O)CSc1n[nH]c(=O)[nH]c1=O)c1ccccc1
 : -5.9%	2.9%	-16.1%	7.3%	2.0%	5.8%	-2.5%	8.2%
#24 CCOc1ccc(C2=Nn3c(nnc3-c3ccccn3)SC2)cc1
 : i	-0.8%	14.2%	20.6%	9.0%	-1.7%	-2.4%	7.1%
#25 O=C(NCc1ccco1)/C(=C/c1ccc(Cl)cc1)NC(=O)c1ccco1
 : -11.0%	4.0%	21.7%	-7.0%	-8.6%	18.7%	3.9%	-3.8%
#26 CC(=O)C1=C(O)C(=O)N(c2ccc(Br)cc2)C1c1cccc([N+](=O)[O-])c1 (stereo not drawn)
 : 0.0%	0.0%	0.1%	17.3%	8.8%	11.2%	4.3%	-25.7%
#27 COc1ccccc1[C@@H]1C(c2cccc(C)c2)=NN(c2ccc(Br)cc2)[C@H]1C(=O)N1CCOC1=O
 : -21.2%	16.5%	7.6%	14.3%	0.7%	1.1%	4.9%	-10.7%
#28 CCOC(=O)[C@]12CCCC=C1N(Cc1ccccc1)C(=O)[C@H](CC(=O)NCC13CC4CC(CC(C4)C1)C3)C2
 : -12.2%	-1.8%	12.6µM*	-4.5%	-5.0%	17.4%	6.2%	2.5%
#29 CCN(CC)S(=O)(=O)c1cccc(C(=O)NCC(c2ccccc2)N(C)C)c1 (stereo not drawn)
 : -21.7%	-2.3%	24.3%	-59.1%[inhibitor]	-18.9%	3.9%	-18.4%	0.7%
#30 O=C(O)CCS(=O)(=O)c1ccc(-c2ccccc2)cc1
 : -21.4%	2.3%	nt	-23.8%	-27.0%	-5.6%	2.9%	-6.2%
#31 CC(C)C(c1nnnn1CC1CCCO1)N1CCN(C2CCCC2)CC1 (stereo not drawn)
 : i	-0.7%	8.2%	-14.1%	18.3%	-5.2%	1.8%	-3.9%
#32 CC1(C(=O)NCc2cccc3ccccc23)CCN1C(=O)Cc1ccc(-c2ccccc2)cc1 (stereo not drawn)
 : -29.3%	14.6%	?	?	17.1%	9.2%	?	-8.0%
#33 CCCOc1ccc(C(C)=O)cc1CC(C(N)=O)C(N)=O
 : -18.2%	6.3%	nt	6.3%	4.5%	1.6%	-1.6%	5.3%
#34 COCCCNS(=O)(=O)c1ccccc1
 : -7.2%[57.5 µM]	1.7%	10.2%	-16.0%	6.3%	2.0%	0.2%	4.2%
#35 COc1ccc(CNC(=O)Nc2ccc(C)cc2C)cc1
 : i	-1.4%	-28.9%	0.8%	-27.1%	-0.1%	-6.1%	-1.9%
#36 Cc1ccc(CNC(=O)c2oc3ccc(S(=O)(=O)N4CCC5(CC4)OCCO5)cc3c2C)cc1
 : -5.2%	-10.8%	25.1µM*	-8.1%	-11.1%	13.3%	3.6%	9.4%
#37 O=C(c1ccccc1Br)N1CCc2c([nH]c3ccccc23)C1
 : -0.6%	6.0%	37.1%	17.8µM*	13.1%	12.1%	?	?
#38 CCOc1ccccc1NC(=O)N1CCC(NC(=O)C2CCCCC2)CC1
 : -2.7%	-4.1%	12.4%	-13.4%	-0.6%	3.3%	0.8%	12.9%
#39 CCN(CC(=O)NCc1ccc(F)cc1)C(=O)C1CCN(S(=O)(=O)c2ccc(C(C)C)cc2)CC1
 : i	-1.3%	?	13.1%	-11.9%	4.7%	-2.1%	-2.8%
#40 CCOC(=O)N1CCC(NC(=O)CS(=O)Cc2nc(-c3ccccc3C)oc2C)CC1 (stereo not drawn)
 : -19.4%	12.4%	10.1%	-3.8%	5.2%	-0.3%	6.0%	2.6%
#41 CC(=O)Nc1cccc(C(=O)OC(C)C(=O)NC(=O)NC2CCCCC2)c1 (stereo not drawn)
 : -9.8%	-4.9%	17.7%	9.9%	2.7%	-6.4%	1.9%	5.0%
#42 CCOC(=O)c1ccc2c(c1)N(Cc1ccccc1C)C(=O)c1ccccc1S2=O (stereo not drawn)
 : -10.3%	6.8%	11.3%	-19.8%	7.7%	6.3%	8.3%	3.2%
#43 NC(=O)C1CC(=O)N(c2ccc(OCC(=O)Nc3cccc(C(F)(F)F)c3)cc2)C1 (stereo not drawn)
 : -15.8%	-4.7%	29.2%	-8.1%	-29.2%	-9.2%	-4.5%	-9.6%
#44 CC1=CC(c2ccc(Cl)cc2)n2nc(NC(=O)c3ccccc3)nc2N1 (stereo not drawn)
 : i	-2.6%	8.2%	7.9%	9.0%	-1.5%	4.0%	4.1%

High-throughput results deposited in PubChem by National Center for Advancing Translational Sciences (NCATS).
